TbREL1 primary – TbREL1 inhibition, primary screen; TbREL1 RNA ligation, FRET fluorescence; hit rate 0.49% among 89,000; P86926; inhibition, % at 9.66 µM;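 active = inhibition above the mean inhibition across all screened compounds plus 3 SD, cut at about 11% in these data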;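 note: 0% = plate median of test wells and 100% = NSC42067 control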
Target sequence (P86926 whole entry, looked up): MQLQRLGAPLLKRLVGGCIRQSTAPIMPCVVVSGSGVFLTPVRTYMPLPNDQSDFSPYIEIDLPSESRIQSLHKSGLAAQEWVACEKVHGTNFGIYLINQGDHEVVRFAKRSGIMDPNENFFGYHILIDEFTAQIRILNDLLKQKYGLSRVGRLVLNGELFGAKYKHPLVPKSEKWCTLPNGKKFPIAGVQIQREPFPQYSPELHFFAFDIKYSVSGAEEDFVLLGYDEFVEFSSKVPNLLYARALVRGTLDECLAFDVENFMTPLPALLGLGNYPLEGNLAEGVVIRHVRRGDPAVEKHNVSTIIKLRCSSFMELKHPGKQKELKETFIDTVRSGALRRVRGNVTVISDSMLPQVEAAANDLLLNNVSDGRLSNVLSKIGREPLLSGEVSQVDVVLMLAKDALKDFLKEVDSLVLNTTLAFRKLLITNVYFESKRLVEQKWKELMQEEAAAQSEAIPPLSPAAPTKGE
* = called active by the depositor. These rows are one share of the data; the hit share may differ from the screen's.

SMILES	TbREL1 primary
CC1(C)C(=O)OC(/C=C\c2cccc([N+](=O)[O-])c2)C(C)(C)C1=O (configuration not stated)	-2
CCCCNC(=O)c1nc(C2CCN(S(=O)(=O)c3cccc(C(F)(F)F)c3)CC2)oc1-c1ccccc1	4
CCOc1ccc(NC(N)=O)cc1OCC	2
O=C1c2cccc3c([N+](=O)[O-])ccc(c23)C(=O)N1Cc1cccnc1	0
CN(CC(=O)N1CCc2ccccc21)S(=O)(=O)c1ccc(Cl)cc1	1
CC(C)c1cccc(OCCN2CCCC2)c1	6
C[C@@H]1CCN(C2CC2)S(=O)(=O)c2c(cccc2N2CC[C@H](O)C2)O1	-1
COc1cc2c(cc1OC)C(C(=O)Nc1ccccn1)C(c1cccnc1)N(C)C2=O (configuration not stated)	-2
O=[N+]([O-])c1ccc(Cl)c2cccnc12	1
Cc1cccc(NS(=O)(=O)c2cccc3cccnc23)n1	-3
Cc1cc(C)nc(OC(C(=O)O)C(OCCc2ccccc2)(c2ccc(F)cc2)c2ccc(F)cc2)n1 (configuration not stated)	0
C[C@H](CO)N1C[C@H](C)[C@H](CN(C)C(=O)NC2CCCCC2)Oc2ncc(Br)cc2C1=O	-3
COc1ccc(CCNC2CC(=O)N(CCc3ccc(OC)c(OC)c3)C2=O)cc1 (configuration not stated)	-2
COc1ccc(C=NNc2ccc([N+](=O)[O-])cn2)cc1	-1
COc1ccc(S(=O)(=O)NCC(c2ccco2)N2CCOCC2)cc1 (configuration not stated)	-3
O=C(COC(=O)C12CC3CC(CC(O)(C3)C1)C2)NC12CC3CC(CC(C3)C1)C2	-4
Cc1ccc(OCCC(=O)OCC(=O)NC2CCCC(C)C2C)cc1 (configuration not stated)	5
COc1ccc(Nc2cc(C)c3ccccc3n2)cc1	1
O=[N+]([O-])c1ccc(N2CCN(c3ccccc3)CC2)cc1	2
COc1ccc(CCOC(=O)c2cccc(NC(C)=O)c2)cc1	-3

Gathered by group, the compounds so far containing a halogen.
SMILES	TbREL1 primary
CCCCNC(=O)c1nc(C2CCN(S(=O)(=O)c3cccc(C(F)(F)F)c3)CC2)oc1-c1ccccc1	4
CN(CC(=O)N1CCc2ccccc21)S(=O)(=O)c1ccc(Cl)cc1	1
O=[N+]([O-])c1ccc(Cl)c2cccnc12	1
Cc1cc(C)nc(OC(C(=O)O)C(OCCc2ccccc2)(c2ccc(F)cc2)c2ccc(F)cc2)n1 (configuration not stated)	0
C[C@H](CO)N1C[C@H](C)[C@H](CN(C)C(=O)NC2CCCCC2)Oc2ncc(Br)cc2C1=O	-3

Back to the main list; the 2 compounds before the break are reprinted first.
SMILES	TbREL1 primary
O=[N+]([O-])c1ccc(N2CCN(c3ccccc3)CC2)cc1	2
COc1ccc(CCOC(=O)c2cccc(NC(C)=O)c2)cc1	-3
CN(C)S(=O)(=O)c1ccc(Cl)c(C(=O)NC2CCN(Cc3ccccc3)C2)c1 (configuration not stated)	-2
Cc1c(NC(=O)c2cc(-c3ccc4c(c3)OCO4)on2)c(=O)n(-c2ccccc2)n1C	-1
O=C(Nc1ccccc1)c1nc[nH]c1C(=O)NCCNC(=O)c1[nH]cnc1C(=O)Nc1ccccc1	-1
Cc1ccc(O)c(CCc2ccc(O)cc2)n1	-1
CC(=O)c1ccc(NC(=O)COC(=O)CC2CC3CCC2C3)cc1 (configuration not stated)	-2
COc1ccc(C(=O)COC(=O)CCn2nnc(-c3cccs3)n2)cc1	-3
O=c1[nH]c(C2CCN(S(=O)(=O)c3ccc4c(c3)OCCO4)CC2)nc2c1nnn2Cc1c(F)cccc1Cl	-1
O=C(c1cc(Cl)cc(Cl)c1)N1CCC2CC1c1cc(-c3ccc4c(c3)OCO4)ccc12 (configuration not stated)	3
CCN1C(=O)[C@H]2[C@@H](c3ccc(Cl)cc3)N3C(=O)CN(Cc4ccccc4)C(=O)[C@@]3(C)[C@H]2C1=O	-2
CCCCN1CC(=O)N2[C@H]3c4ccc(OC)cc4OC[C@@H]3[C@H](C(=O)OCC)[C@]2(C)C1=O	-1
O=[N+]([O-])c1cccnc1N1CCCCC1	1
COc1ccc(CNC(=O)COC(=O)c2ccc(S(=O)(=O)NCc3ccco3)cc2)cc1	-3
Cc1ccc(N2CC(c3nc4ccccc4n3C)CC2=O)cc1 (configuration not stated)	0
Cc1ccc(SCCN2CCC(O)CCC2=O)cc1 (configuration not stated)	-2
CC(Nc1ncnc2ccccc12)c1ccccc1 (configuration not stated)	-2
CCOC(=O)C(C(=O)OCC)=C1OC(=O)c2ccccc21	1
CCn1c(CCCc2ccc(OC)c(C)c2)n[nH]c1=S	5
COc1ccccc1C(=O)NC(=O)COc1ccc([N+](=O)[O-])cc1	2
O=c1[nH]c(/C(Cl)=C/c2c(F)cccc2Cl)nc2cc(Cl)ccc12	-1
CCc1ccccc1NC(=O)/C(=C/c1ccccc1)c1ccccc1	2
CCN(CC)CC(C)CNC(=O)CC(C(=O)N1CCc2ccccc21)n1ccnc1 (configuration not stated)	-1
COc1ccc(-c2[nH]ncc2CNC(C)c2ccccc2Cl)cc1F (configuration not stated)	0
O=C(COc1cccc2ccccc12)N/N=C/c1ccco1	0
COc1cc(C(C)=O)ccc1OCC(O)CN1CCN(S(=O)(=O)c2ccccc2)CC1 (configuration not stated)	-4
Cc1ccc(S(=O)(=O)NCCNC(C)c2ccc(Br)cc2)cc1 (configuration not stated)	2
CCOc1ccc(-c2c(C(=O)N/N=C/c3c[nH]c4ccccc34)nnn2-c2nonc2N)cc1	-1
C/C(=N\NC(=O)c1ccc2c(c1)OCO2)c1ccc(C(=O)O)s1	4
O=C1NC[C@H](c2ccccc2)OC(=O)[C@H](Cc2ccc(F)cc2)C/C=C\C[C@@H]1CC(=O)N(CCO)Cc1ccccc1	-1
CC(C#N)OC(=O)c1cccnc1SCC(=O)Nc1ccc2c(c1)OCO2 (configuration not stated)	-3
CCc1nc2c(OCc3cc(Cl)cc(Cl)c3)cccn2c1N(C)C(=O)c1ccc(OC)cc1	-1
COc1ccccc1NC(=O)CSc1nnc(Cc2cccn2C)n1-c1ccc(F)cc1	-5
CC12CCC(C(=O)N3CCc4ccccc43)(CC1=O)C2(C)C (configuration not stated)	-2
COc1ccc(-c2cc(C(=O)NN=Cc3ccc(-c4ccccc4)cc3)[nH]n2)cc1	4
O=C(Nc1cccc(F)c1)Nc1ccc2c(c1)C(=O)OC2	2
COc1cccc(-n2c(=S)[nH]c3c(oc4ccccc43)c2=O)c1	0
Cc1ccccc1-c1nc(CS(=O)CC(=O)NCc2ccc3c(c2)OCO3)c(C)o1 (configuration not stated)	-2
CN(C)C(=O)CSc1ncccc1-c1nc2ccccc2[nH]1	3
O=C(O)C1Oc2ccccc2C1c1ccccc1 (configuration not stated)	2
COc1ccc(N(Cc2cc3cc(OC)ccc3[nH]c2=O)C(=O)C2CCCO2)cc1 (configuration not stated)	2
Cc1ccc(-c2nn(CC(=O)Nc3ccc4c(c3)nc3n4CCOC3)c(=O)c3ccccc23)cc1	-2

Copied from above, 5 compounds:
SMILES	TbREL1 primary
CCN(CC)CC(C)CNC(=O)CC(C(=O)N1CCc2ccccc21)n1ccnc1 (configuration not stated)	-1
COc1ccc(-c2[nH]ncc2CNC(C)c2ccccc2Cl)cc1F (configuration not stated)	0
O=C(COc1cccc2ccccc12)N/N=C/c1ccco1	0
COc1cc(C(C)=O)ccc1OCC(O)CN1CCN(S(=O)(=O)c2ccccc2)CC1 (configuration not stated)	-4
Cc1ccc(S(=O)(=O)NCCNC(C)c2ccc(Br)cc2)cc1 (configuration not stated)	2

Carrying on.
SMILES	TbREL1 primary
O=C(COC(=O)c1cc([N+](=O)[O-])ccc1N1CCOCC1)Nc1ccc(Cl)cn1	4
COc1cc(NC(=O)CC2NCCNC2=O)cc(OC)c1 (configuration not stated)	3
C=CCOc1ccc(CNc2ccc3[nH]c(=O)[nH]c3c2)cc1OCC	-7
CC(Nc1cccc2ccccc12)C(=O)N/N=C/c1ccc([N+](=O)[O-])cc1 (configuration not stated)	8
CCc1ccc(NC(=O)c2ccc(S(=O)(=O)NCc3cccnc3)cc2)cc1	-1
CCn1c(=O)n(CC(=O)N2CCN(c3ccc(F)cc3)CC2)c(=O)c2ccccc21	3
C[C@@H]1CN([C@H](C)CO)C(=O)c2cc(Br)cnc2O[C@@H]1CN(C)C(=O)NC1CCCC1	1
Cc1cc(C)nc(-n2ncc3c2CC(c2cccc(Cl)c2)CC3=O)n1 (configuration not stated)	-5
N#Cc1c(-n2cccc2/C=N/O)sc2c1CCCC2	1
CN(C)S(=O)(=O)c1cccc(C(=O)N/N=C\c2ccccc2[N+](=O)[O-])c1	-3
CCCCN1C[C@H](Cc2ccccc2)[C@@H](CC(=O)NC)C1=O	-1
O=c1oc2ccc3ccccc3c2cc1-c1nnc(-c2cccs2)o1	3
O=C(NC1CC1)C1=C[C@H](c2ccc(C(F)(F)F)cc2)C[C@H](OCCCCO)O1	-1
COc1cc2sc(-c3ccc(S(C)(=O)=O)cc3)c(C#CCO)c2cc1OC	-2
Cc1c(NC(=O)c2cccc(NC(=O)Cc3ccc(F)cc3)c2)c(=O)n(-c2ccccc2)n1C	5
O=C(NNC(=O)C1CCN(c2ncccn2)CC1)c1ccc(F)cc1	2
COc1ccc2noc3c2c1C(=O)c1ccccc1-3	-32
COC(=O)c1cc(OC)c(OC)c(OC)c1[N+](=O)[O-]	-1
CC(C)=NNc1nc2c(c(=O)n(C)c(=O)n2C)n1C	-2
COc1ccc([N+](=O)[O-])cc1NC(=S)NC(=O)C(C)(C)C	5

A draw from above in order of formula weight, smallest number first:
SMILES	TbREL1 primary
COc1cc(NC(=O)CC2NCCNC2=O)cc(OC)c1 (configuration not stated)	3
COc1cc2sc(-c3ccc(S(C)(=O)=O)cc3)c(C#CCO)c2cc1OC	-2
C[C@@H]1CN([C@H](C)CO)C(=O)c2cc(Br)cnc2O[C@@H]1CN(C)C(=O)NC1CCCC1	1

(list continues)
SMILES	TbREL1 primary
COc1cc(OC)c(-c2noc(C(=O)OC(C)(C)C)c2C(=O)OC(C)(C)C)c(OC)c1	-3
Cc1ccc(Nc2nnc(SCn3nnc4ccccc4c3=O)s2)cc1	4
COc1cccc(CNS(=O)(=O)c2ccccc2Br)c1	0
O=C(O)c1cc(S(=O)(=O)NCCCN2CCCC2=O)ccc1Cl	5
COc1ccccc1-n1cnnc1SCC(=O)NC1CCCCC1	1
CCOC(=O)c1c(NC(=O)COC(=O)c2ccc(O)cc2)sc(C(=O)N(C)C)c1C	-7
CC(Cc1cccs1)NC(=O)Nc1ccc(F)cc1 (configuration not stated)	-4
Cc1cc2c(c(SCC#N)n1)C(=O)OC2	1
CCCn1cc(S(=O)(=O)c2ccc(OC)cc2)c(=O)c2cc(OC)ccc21	-1
COc1ccc(Cn2c(O)c(/C=C3/C=CC=N3)c(=O)[nH]c2=O)cc1	2
COc1ccsc1C(=O)Nc1ccc(F)cc1F	0
O=C(NCc1cccc2ccccc12)c1cccs1	1
Cc1ccccc1N(CC(=O)NC1CCCCC1)C(=O)CNC(=O)c1cccs1	-1
COC(=O)c1ccc(OC)c(CSc2nnc(COc3ccccc3)o2)c1	0
Cc1ccc(CNC(=O)C(NS(=O)(=O)c2cccc3nsnc23)c2ccccc2)cc1 (configuration not stated)	1
Cn1c(=O)c2c(nc(SCc3nn[nH]n3)n2Cc2ccccc2F)n(C)c1=O	-1
C[C@H](NC(=O)OCc1ccccc1)c1nnc([C@H](C)NC(=O)OCc2ccccc2)o1	-3
O=C(O)Cc1sc(Nc2cccc3ccccc23)nc1-c1ccccc1	4
Cc1cccc(/C(N)=N/OC(=O)c2cccs2)c1	1
CCNC(=O)c1cc2c(=O)n3cccc(C)c3nc2n(CCc2ccccc2)c1=N	3
Cc1ccc(C(=O)Nc2ccc(Oc3ccc(C(=O)O)c(C(=O)O)c3)cc2)cc1C	8
Cc1ccc(NC(=S)N(Cc2ccco2)C(C)c2cccs2)c(Cl)c1 (configuration not stated)	5
O=C(Nc1ccc(S(=O)(=O)N2CCOCC2)cc1)c1ccc2c(c1)S(=O)(=O)c1ccccc1C2=O	1
Cc1ccc(S(=O)(=O)NCc2cccnc2)cc1C(=O)N1CCCC1	-3
COc1ccc(OC)c(-n2c(-c3cnccn3)n[nH]c2=S)c1	-3
C/C(=N/NC(=O)CC1N=C(Cc2ccccc2)NNC1=O)c1cccnc1 (configuration not stated)	2
COc1ccccc1C(=O)Nc1cc(Cl)ccc1-n1cncn1	-1
COc1ccc(S(=O)(=O)Nc2ccc3oc(C)c(C(=O)O)c3c2)cc1	3
Cc1ccc(S(=O)(=O)c2nnn(-c3cccc(F)c3)c2N)cc1	0
COc1ccccc1C(=O)NC(=O)COC(=O)c1oc2ccccc2c1C	2
COCCCNC(=O)CC1Oc2ccccc2NC1=O (configuration not stated)	0
CCn1nnnc1-c1ccc(OC)c(S(=O)(=O)Nc2ccc(S(N)(=O)=O)cc2)c1	3
Cc1ccccc1CN1C(=O)c2ccccc2Sc2ccc(C(=O)O)cc21	-1
CS/C(=N\S(=O)(=O)c1cccs1)Nc1ccc(F)cc1	-1
COCCCNCCCCOc1c(Cl)cc(C)cc1Br	12*
C[C@@H]1CCCN1c1cccc2c1S(=O)(=O)N1CC[C@@H](C1)O2	1
CCNc1ccc(C(=O)Nc2ccc3nc(C)sc3c2)cc1[N+](=O)[O-]	0
O=C(NC1CCCN(Cc2ccc(Cl)cc2)C1)c1ccoc1 (configuration not stated)	0
CCOc1cccc(-c2cnc3cccnn23)c1	0
Cc1ccc(C(=O)N2CCN(c3ccccn3)CC2)cc1C	3
O=C(COc1ccc(Cl)c2cccnc12)N1CCOCC1	-1
COc1cccc(NC(=O)CSc2cccc[n+]2[O-])c1	2
Cc1cc(NC(=O)CSc2nnc(CNC(=O)c3c(F)cccc3F)o2)no1	7
COc1ccc(NC(=O)CSc2nnc(-c3ccccc3)n2N)cc1	0
Cn1c(=O)c([N+](=O)[O-])c(NCCc2ccccc2)c2ccccc21	7

Screening results from PubChem BioAssay.
